12-hLO inh – blocks human 12-lipoxygenase activity. P18054. purified 12-hLO, xylenol orange hydroperoxide absorbance. Potency, µM (series often up to 57.1 µM), for inactives: at the top dose activity change, negative = inhibition, hits mostly inhibitors. 150,000 tested, 0.12% active. AID 1452; note: potency is the fitted concentration of half-maximal effect; nearly all actives have a fitted effect of over 55% in size; many of its hits are not listed in these tables
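Lipoxygenase turnover measured by absorbance at 573 and 405 nm after Fe-XO development. Human 12hLO 150 nM, arachidonate 40 uM, pH 7.0 Hepes buffer with detergent; 15 min compound preincubation, 30 min reaction.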
15-hLO-2 inh – 15-hLO-2 (ALOX15B) enzyme inhibition. 110,000 tested, 0.56% active. Potency, µM (highest dose often 57.1 µM), without a hit: at the highest dose activity change, negative = inhibition, hits mostly inhibitors. purified 15hLO-2, xylenol orange hydroperoxide absorbance. O15296; note: potency is the fitted concentration of half-maximal effect; nearly all actives have a fitted effect of over 60% in size; many of its hits are not listed in these tables
Target sequence (O15296 whole entry, looked up): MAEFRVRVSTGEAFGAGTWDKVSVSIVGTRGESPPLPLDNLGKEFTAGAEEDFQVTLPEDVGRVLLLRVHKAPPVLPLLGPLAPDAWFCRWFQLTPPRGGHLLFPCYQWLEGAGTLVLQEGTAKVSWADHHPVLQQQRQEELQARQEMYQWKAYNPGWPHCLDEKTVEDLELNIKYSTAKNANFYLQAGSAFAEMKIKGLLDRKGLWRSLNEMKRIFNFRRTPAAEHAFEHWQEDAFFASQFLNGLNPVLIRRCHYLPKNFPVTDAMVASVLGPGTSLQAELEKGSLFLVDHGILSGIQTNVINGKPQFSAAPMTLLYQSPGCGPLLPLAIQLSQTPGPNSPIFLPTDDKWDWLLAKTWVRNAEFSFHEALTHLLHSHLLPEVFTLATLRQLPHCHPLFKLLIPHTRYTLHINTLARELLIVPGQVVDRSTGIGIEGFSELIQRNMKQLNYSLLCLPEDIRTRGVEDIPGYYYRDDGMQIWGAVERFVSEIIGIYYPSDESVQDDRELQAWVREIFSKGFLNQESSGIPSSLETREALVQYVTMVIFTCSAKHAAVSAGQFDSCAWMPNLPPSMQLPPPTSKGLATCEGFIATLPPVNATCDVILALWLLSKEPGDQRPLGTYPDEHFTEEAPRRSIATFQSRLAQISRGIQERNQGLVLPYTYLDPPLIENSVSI
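Enzyme 50 nM, AA 45 uM, 25 mM Hepes pH 7.5 + 0.01% Triton X-100; cpd preinc 15 min RT, rxn 90 min RT; stop/detect with 200 uM XO + 300 uM Fe(II) in 50 mM H2SO4, 30 min; A573/A405.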
IMPase cell inh – cell-permeable inhibitors of inositol monophosphatase (IMPase) | CHO-M1 cells, IP1 accumulation, HTRF TR-FRET ratio | inhibition (IP1 accumulation), % at 46.1 µM | 120,000 tested, under 10 active | AID 901; active = well fitted curve in the direction sought with a large enough effect in the signal ratio, not every such curve was filed as active; inconclusive = small, poorly fitted or top-dose-only effect, or a change in a side signal; inactive = no such curve, though single readings can be large or run the other way; the % refers to the signal ratio;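 note: cells stimulated with carbachol in lithium chloride buffer; plate controls were DMSO basal wells for no effect and reference inhibitor wells for full effect; higher means more IMPase inhibition seen as more IP1 and lower FRET ratio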
Target sequence (P97697 whole entry, looked up): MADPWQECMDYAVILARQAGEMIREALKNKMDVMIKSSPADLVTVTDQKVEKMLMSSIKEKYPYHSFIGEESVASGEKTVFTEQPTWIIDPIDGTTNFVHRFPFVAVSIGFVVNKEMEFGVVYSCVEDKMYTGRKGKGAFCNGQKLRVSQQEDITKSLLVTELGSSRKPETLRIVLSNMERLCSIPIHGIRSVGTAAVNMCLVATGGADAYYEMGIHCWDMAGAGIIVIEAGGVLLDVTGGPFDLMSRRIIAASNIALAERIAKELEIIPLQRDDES
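The IP-One HTRF competitive assay in carbachol-stimulated CHO-M1 cells quantifies cellular IP1. Compounds spanned up to 46 uM final, and activity is expressed as AC50 from concentration-response fits of the ratio and donor data.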
PNC inhibitor – blocks assembly of the perinucleolar compartment; PC3M PTB-GFP, PNC prevalence imaging, 16 h; active compounds read low; activity change (PNC), negative = inhibition, % at 10 µM; 140,000 tested, 3.1% active; AID 2417;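 active = readout at or below -70, meaning at least 70% loss of cells showing the perinucleolar compartment, a nuclear body marking cancer cells; inconclusive = readout between -30 and a set limit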;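 note: plate controls were DMSO wells for no effect and camptothecin positive control wells for full effect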
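Compounds are pinned in duplicate onto adhered PC3M cells stably expressing GFP-tagged PTB and incubated 16 h at 37 C. Cells are then fixed, nuclei stained with Hoechst, and PNC-positive cells counted.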
* hit, by the source's call; [ ] = remark or other dose. Unless noted, calls come from the whole dose curve; as a rule, active = well fitted curve in the direction sought with a large enough effect; inconclusive = small, poorly fitted or top-dose-only effect, or another doubt; inactive = no such curve, though single readings can be large; an effect the other way counts as inactive or inconclusive. Unless noted, % is set by controls: 0 for no effect and ±100 for the full control effect.

Screening CCCCCc1nc2ccccc2c(=O)n1N returned 12-hLO inh -7%, 15-hLO-2 inh 2%, IMPase cell inh 0 and PNC inhibitor inconclusive.
`C/C(=C\C(=O)c1ccc(C)cc1)Nc1cccc(O)c1` gave 12-hLO inh -23%, 15-hLO-2 inh 1%, IMPase cell inh 3 and PNC inhibitor 17.
`O=C(COC(=O)CCc1nc2ccccc2n1-c1ccccc1)Nc1ccc(N2CCCCC2)cc1` gave 12-hLO inh -2%, IMPase cell inh -3 and PNC inhibitor 36.
Screening COc1ccc(-c2cc(C(=O)Nc3cccc(C(C)=O)c3)no2)cc1 returned 12-hLO inh -3%, 15-hLO-2 inh 0%, IMPase cell inh 6 and PNC inhibitor 14.
`CCCS(=O)(=O)N1CCCC(C(=O)N2CCN(c3ccccn3)CC2)C1` (stereo not given) gave 12-hLO inh 0%, 15-hLO-2 inh -2%, IMPase cell inh 9 and PNC inhibitor 5.
CCc1cc(-c2n[nH]c(C)c2Oc2ccc(C(C)C)cc2)c(O)cc1O was read as 12-hLO inh inconclusive, 15-hLO-2 inh -18%, IMPase cell inh 13 and PNC inhibitor -9.
Screening Cc1ccccc1NC(=O)CSc1nc(N)c(C#N)cc1C#N returned 12-hLO inh 1%, 15-hLO-2 inh -4%, IMPase cell inh 1 and PNC inhibitor 30.
CCOC(=O)C1=C(N)n2c(s/c(=C\c3cccnc3)c2=O)=C(C(=O)OCC)C1c1cccnc1 (stereo not given) was read as 12-hLO inh -3%, 15-hLO-2 inh 0%, IMPase cell inh 8 and PNC inhibitor -25.
For CCOc1ccc(N2C(=O)C3Sc4[nH]c(=O)sc4C(/C=C/c4ccccc4)C3C2=O)cc1 (stereo not given) the results were 12-hLO inh -26%, IMPase cell inh 0 and PNC inhibitor 13.
For Cc1ccc(C(=O)NC(=S)Nc2cccc(-c3nc4ccccc4s3)c2)cc1 the results were 12-hLO inh 0%, IMPase cell inh -14 and PNC inhibitor -112*.
For CCCCN(Cc1ccccc1)C(=O)C1CCN(S(=O)(=O)c2c(C)noc2C)CC1 the results were 12-hLO inh 5%, 15-hLO-2 inh -1%, IMPase cell inh -4 and PNC inhibitor -29.
Screening CC(=O)Nc1ccc(OCC(O)CN2C(C)(C)CC(O)CC2(C)C)cc1 (stereo not given) returned 12-hLO inh 1%, IMPase cell inh -13 and PNC inhibitor inconclusive.
For CC(C)CCNC(=O)C(c1ccco1)N(Cc1ccc(F)cc1)C(=O)c1snc(C(N)=O)c1N (stereo not given) the results were 12-hLO inh -11%, 15-hLO-2 inh -7%, IMPase cell inh 14 and PNC inhibitor -25.
For Cc1ccc(C)c2nc(SCC(=O)NCc3cccs3)c(C#N)cc12 the results were 12-hLO inh 10%, IMPase cell inh 0 and PNC inhibitor -6.
Screening COc1ccc(CN(Cc2nc3ccccc3c(=O)[nH]2)C(=O)C(C)(C)C)cc1 returned 12-hLO inh 3%, 15-hLO-2 inh -4%, IMPase cell inh 15 and PNC inhibitor inconclusive.
For CC(C)(C)NC(=O)COC(=O)c1nsc(Cl)c1Cl the results were 12-hLO inh 0%, IMPase cell inh -3 and PNC inhibitor -1.
Screening CC1(C)CC(NC(=O)C2CCCCC2C(=O)O)CC(C)(C)N1 (stereo not given) returned 12-hLO inh -2%, 15-hLO-2 inh -4%, IMPase cell inh 2 and PNC inhibitor -99*.
Screening O=C(NC1(C(=O)O)CCCC1)c1ccccc1 returned 12-hLO inh -4%[11.4 µM] and 15-hLO-2 inh 0%[11.4 µM].
For O=C(Cc1ccccc1)Nc1cccc(-c2nnc(-c3ccco3)o2)c1 the results were 12-hLO inh -13%, 15-hLO-2 inh -14%, IMPase cell inh -6 and PNC inhibitor 26.
`O=C(Cn1cnc2c(cnn2-c2ccc(F)cc2)c1=O)NCC1CCCO1` (stereo not given) gave 12-hLO inh 8%, 15-hLO-2 inh -1%, IMPase cell inh 2 and PNC inhibitor -13.

Grouped by structure: the compounds so far containing a cyano group (2)
Screening Cc1ccccc1NC(=O)CSc1nc(N)c(C#N)cc1C#N returned 12-hLO inh 1%, 15-hLO-2 inh -4%, IMPase cell inh 1 and PNC inhibitor 30.
For Cc1ccc(C)c2nc(SCC(=O)NCc3cccs3)c(C#N)cc12 the results were 12-hLO inh 10%, IMPase cell inh 0 and PNC inhibitor -6.

Other records follow.
Screening Cc1ccc(Nc2nc(N)nc(CN3CCCCCC3)n2)cc1 returned 12-hLO inh -1%, 15-hLO-2 inh 10%[2.29 µM], IMPase cell inh -3 and PNC inhibitor 11.
`Cc1nc(NCCN)c(C#N)c2c1COC(C)(C)C2` gave 12-hLO inh 2%, IMPase cell inh 9 and PNC inhibitor 32.
COc1cc(CNCc2ccncc2)cc(Br)c1OCc1ccccc1F was read as 12-hLO inh -4%, 15-hLO-2 inh 7%, IMPase cell inh 9 and PNC inhibitor -5.
Screening CC(C)n1c(CCC(=O)O)ccc1-c1ccccc1 returned 12-hLO inh -7%, 15-hLO-2 inh 2%, IMPase cell inh 1 and PNC inhibitor 24.
`CCCCOc1cccc(-c2nnc(N)s2)c1` gave 12-hLO inh 3%, 15-hLO-2 inh -2%, IMPase cell inh 2 and PNC inhibitor 20.
`Cc1ccccc1OCc1nc(-c2ccc(-n3cccc3)cc2)no1` gave 12-hLO inh -2%, 15-hLO-2 inh 8%, IMPase cell inh 5 and PNC inhibitor 2.
For CCOCCCNCc1cccc(OC)c1 the results were 12-hLO inh 4%, 15-hLO-2 inh -3%, IMPase cell inh 1 and PNC inhibitor 26.
`CCC(Sc1nc(C)cc(C)n1)C(=O)Nc1ccc(Cl)cn1` (stereo not given) gave 12-hLO inh -4%, IMPase cell inh 9 and PNC inhibitor inconclusive.
`Cn1c(CNc2nc3ccccc3n2C)nc2ccccc21` gave 12-hLO inh 10%, 15-hLO-2 inh 24%, IMPase cell inh 2 and PNC inhibitor inconclusive.
Screening COc1cccc(C(=O)CSc2nc3cccnc3n2C)c1 returned 12-hLO inh -1%, IMPase cell inh -1 and PNC inhibitor -22.
Screening CC(C)C(C(=O)Nc1ccccc1)N1C(=O)c2ccccc2C1=O (stereo not given) returned 12-hLO inh -5%, IMPase cell inh -27 and PNC inhibitor -11.
`Cc1ccc(NC(=O)CSc2nc(N)c3c4c(sc3n2)CSC(C)(C)C4)cc1` gave 12-hLO inh -22% and PNC inhibitor -93*.
COc1ccc2[nH]cc(C(=O)CN3CCCCC3C)c2c1 (stereo not given) was read as 12-hLO inh 5%, 15-hLO-2 inh 1%, IMPase cell inh -3 and PNC inhibitor 17.
For Cc1ccc(OCCCC(=O)Nc2nncs2)cc1 the results were 12-hLO inh 1%, 15-hLO-2 inh -15%, IMPase cell inh -2 and PNC inhibitor -6.
CCN(Cc1ccccc1)c1ccc(/C=N/NS(=O)(=O)c2cccc([N+](=O)[O-])c2)cc1 was read as 12-hLO inh -7% and PNC inhibitor -24.
CCOc1ccc(NC(=O)N2CCN(c3nc4ccccc4s3)CC2)cc1 was read as 12-hLO inh -4%, 15-hLO-2 inh 1%, IMPase cell inh 4 and PNC inhibitor -11.
`Cc1cc2cc(CNC(=S)Nc3ccc(OC(F)(F)F)cc3)ccc2n1C` gave 12-hLO inh -1% and PNC inhibitor -29.
Oc1ccccc1-c1cc(-c2cccc(F)c2)n[nH]1 was read as 12-hLO inh inconclusive, 15-hLO-2 inh -1%, IMPase cell inh 8 and PNC inhibitor inconclusive.
COc1ccc(CNC(=O)COC(=O)c2cc(-c3ccco3)nc3ccccc23)cc1 was read as 12-hLO inh -14%, 15-hLO-2 inh inconclusive, IMPase cell inh -3 and PNC inhibitor 84.
`COc1ccc(-c2c(C)oc3cc(O)cc(O)c3c2=O)cc1OC` gave 12-hLO inh -19%, 15-hLO-2 inh -3%, IMPase cell inh -5 and PNC inhibitor -9.

Among those listed so far, these have a tert-butyl group.
Screening COc1ccc(CN(Cc2nc3ccccc3c(=O)[nH]2)C(=O)C(C)(C)C)cc1 returned 12-hLO inh 3%, 15-hLO-2 inh -4%, IMPase cell inh 15 and PNC inhibitor inconclusive.
For CC(C)(C)NC(=O)COC(=O)c1nsc(Cl)c1Cl the results were 12-hLO inh 0%, IMPase cell inh -3 and PNC inhibitor -1.

(cont.)
For CCCN(CCC)C1Sc2ccc(C(=O)OC)cc2NC1=O (stereo not given) the results were 12-hLO inh 5%, 15-hLO-2 inh 22%, IMPase cell inh 0 and PNC inhibitor -3.
For CCOC(=O)c1ccc(N2C(=O)CC(N(C)Cc3ccccc3)C2=O)cc1 (stereo not given) the results were 12-hLO inh 1%, 15-hLO-2 inh -18%, IMPase cell inh 2 and PNC inhibitor 9.
Screening CCOC(=O)c1cc(C(=O)OCC)c2cc(Br)ccc2n1 returned 12-hLO inh -6%, 15-hLO-2 inh -6%, IMPase cell inh inconclusive and PNC inhibitor inconclusive.
Cc1ccc(C(=O)N/N=C\c2c(C)nn(-c3ccccc3)c2Cl)cn1 was read as 12-hLO inh -3%, IMPase cell inh inconclusive and PNC inhibitor inconclusive.
COc1cccc(-c2cc(C(F)(F)F)nc(N3CCOCC3)n2)c1 was read as 12-hLO inh 2%, 15-hLO-2 inh 3%, IMPase cell inh 14 and PNC inhibitor 1.
For O=C(CN1C(=O)c2ccccc2C1=O)Nc1cccc(S(=O)(=O)Nc2ccccc2Cl)c1 the results were 12-hLO inh -2% and PNC inhibitor 14.
Screening Cc1cc2ccccc2c(=O)n1CC(=O)NCC(=O)N1CCN(c2cccc(Cl)c2)CC1 returned 12-hLO inh -5%, 15-hLO-2 inh -8%, IMPase cell inh inconclusive and PNC inhibitor inconclusive.
For c1ccc(CSc2ncnc3c2cnn3-c2ccccc2)cc1 the results were 12-hLO inh 1% and PNC inhibitor -11.
For O=C(OCc1nc2ccccc2s1)c1cc2ccccc2oc1=O the results were 12-hLO inh -2%, IMPase cell inh 0 and PNC inhibitor 21.
COC(=O)C1CCN(C(=O)COC(=O)Cn2cnnn2)CC1 was read as 12-hLO inh -4%, 15-hLO-2 inh 3%, IMPase cell inh -4 and PNC inhibitor -12.
Screening COc1cccc(-n2c(-c3ccco3)nc3nc4ccccc4nc32)c1 returned 12-hLO inh 2% and PNC inhibitor inconclusive.
`CCc1ccc(NC2=NC(C(=O)NC3CCCCC3)CC(=O)N2)cc1` (stereo not given) gave 12-hLO inh -1%, 15-hLO-2 inh 1%, IMPase cell inh -1 and PNC inhibitor inconclusive.
For CC1(NC(=O)c2cc(S(=O)(=O)N3CCCCC3)ccc2Cl)CCS(=O)(=O)C1 (stereo not given) the results were 12-hLO inh 9%, 15-hLO-2 inh 1%, IMPase cell inh 8 and PNC inhibitor 34.
Screening COc1ccc(S(=O)(=O)Cc2ccc(C(=O)N3CCN(c4cccc(C)c4C)CC3)o2)cc1 returned 12-hLO inh -6%, 15-hLO-2 inh -6%, IMPase cell inh 6 and PNC inhibitor 4.
CCCSC(=O)N(CC)CC(=O)Nc1c(CC)cccc1CC was read as 12-hLO inh 3%, 15-hLO-2 inh 1%, IMPase cell inh 8 and PNC inhibitor inconclusive.
Screening CC1CCCN(CC(=O)Nc2ccc(S(=O)(=O)N3CCCCC3)cc2)C1 (stereo not given) returned 12-hLO inh -4%, IMPase cell inh 13 and PNC inhibitor 23.
COc1ccccc1OCCCCCNCCO was read as 12-hLO inh 1%, 15-hLO-2 inh 4%, IMPase cell inh -1 and PNC inhibitor inconclusive.
`CC(CC(=O)NC1CCCC1)c1ccccc1` (stereo not given) gave 12-hLO inh 7%, 15-hLO-2 inh 1%, IMPase cell inh -19 and PNC inhibitor inconclusive.
For O=C(CSc1nc2ccccc2s1)NNC(=O)Nc1ccc(Cl)c(Cl)c1 the results were 12-hLO inh 3%, 15-hLO-2 inh -3%, IMPase cell inh -5 and PNC inhibitor inconclusive.
For CCCCNC(=O)n1c(SC)nc2ccccc21 the results were 12-hLO inh 1%, 15-hLO-2 inh 2%, IMPase cell inh 1 and PNC inhibitor 33.

Source: PubChem

Not all compounds are listed; the hit share may differ from the screen's.
